GAA inh: qHTS Assay for Inhibitors of Human alpha-Glucosidase as a Potential Chaperone Treatment of Pompe Disease | Lysosomal alpha-glucosidase (Homo sapiens), P10253 | purified human GAA, 4-MU-alpha-glucoside fluorescence | Potency, µM (top dose mostly 76.9 µM), without a hit: at the highest dose activity change, negative = inhibition, hits mostly inhibitors | hit rate 0.005% among 200,000;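 further: potency means the concentration at half of the fitted maximal effect; plate controls were uninhibited enzyme wells for no effect and no-enzyme background for full effect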
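Fluorescence at Ex 365/Em 440 nm from 4-methylumbelliferone reported enzyme activity after 20 min at room temperature. Reactions used 4 nM enzyme and 400 uM substrate at pH 5.0; curves fitted with the Hill equation.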
GAA spleen mod: qHTS Assay for Inhibitors and Activators of Human alpha-Glucosidase From Spleen Homogenate. human spleen homogenate, 4-MU-alpha-glucoside fluorescence. hit rate 0.006% among 240,000. Potency, µM (titrated, usually from 79.9 µM), for the others: top-dose activity change, negative = inhibition, usual class: inhibitors;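 further: potency means the concentration at half of the fitted maximal effect; 0% = enzyme with vehicle and -100% = no enzyme basal signal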
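Compounds were titrated against alpha-glucosidase in spleen homogenate at pH 5.0, with 1 mM 4-methylumbelliferyl substrate for 40 min at 37 C. Reactions were quenched with pH 10 NaOH/glycine and fluorescence measured.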
CBFb-RUNX1 inh: qHTS Assay for Compounds Blocking the Interaction Between CBF-beta and RUNX1 for the Treatment of Acute Myeloid Leukemia. AID 1477, 2009. Potency, µM (doses to about 59.8 µM), for the others: at the highest dose activity, negative = inhibition, most hits filed as inhibitors. Runt-related transcription factor 1 (Homo sapiens) + Core-binding factor subunit beta …. AlphaScreen CBFb-His/RUNX1-biotin binding, biochemical. 230,000 tested, under 10 active; further: % of control where 0% means no effect
Target sequence (Q01196 whole entry, looked up): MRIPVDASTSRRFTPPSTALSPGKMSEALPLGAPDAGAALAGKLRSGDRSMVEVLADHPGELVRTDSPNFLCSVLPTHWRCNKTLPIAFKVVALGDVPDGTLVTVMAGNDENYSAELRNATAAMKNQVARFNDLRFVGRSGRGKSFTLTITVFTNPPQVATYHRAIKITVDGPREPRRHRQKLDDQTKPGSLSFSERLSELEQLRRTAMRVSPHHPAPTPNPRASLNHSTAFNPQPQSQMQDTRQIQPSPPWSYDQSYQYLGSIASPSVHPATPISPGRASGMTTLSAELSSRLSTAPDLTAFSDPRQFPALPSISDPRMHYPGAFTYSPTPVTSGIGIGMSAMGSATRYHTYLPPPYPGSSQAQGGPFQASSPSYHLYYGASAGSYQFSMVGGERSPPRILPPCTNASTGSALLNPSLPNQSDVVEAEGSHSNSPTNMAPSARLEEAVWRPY
Target sequence (Q13951 whole entry, looked up): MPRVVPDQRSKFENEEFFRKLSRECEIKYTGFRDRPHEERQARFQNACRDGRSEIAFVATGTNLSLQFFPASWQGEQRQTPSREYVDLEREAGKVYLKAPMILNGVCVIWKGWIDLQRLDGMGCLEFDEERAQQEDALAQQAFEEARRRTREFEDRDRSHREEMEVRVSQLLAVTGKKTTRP
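CBFb-His/RUNX1-biotin, 30 nM each, preincubated 20 min RT; compound 15 min RT; Ni + streptavidin beads 50 ng each, 90 min RT; AlphaScreen read.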
LMNA splice mod: qHTS Assay for Modulators of Lamin A Splicing; HeLa LMNA splicing GFP/RFP minigene ratio, 48 h; Potency, µM (highest dose often 46.1 µM), for the others: at the highest dose ratio change, negative = inhibition, most hits filed as inhibitors; hit rate 0.01% among 200,000; AID 1487, 2009; active means well fitted inhibition curve with a large enough effect in the signal ratio, with a control signal flat, not every such curve was filed as active; inconclusive means small, poorly fitted or top-dose-only effect, or effect the other way, or a change in a side signal; the % refers to the signal ratio; further: potency means the concentration at half of the fitted maximal effect; on the % scale 0 is the no-effect control and ±100 the full control effect
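S3 HeLa cells stably expressing lamin A-EGFP splicing minigene plus DsRed2, 600 cells/well, 48 h compound exposure at 37C. Laser-scanning cytometry; analysed as GFP (500-530 nm)/RFP (575-640 nm) total intensity ratio; 0.5% DMSO vehicle.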
GAA glycogen mod: qHTS Assay for Inhibitors and Activators of Human alpha-Glucosidase Cleavage of Glycogen. Lysosomal alpha-glucosidase (Homo sapiens), P10253. recombinant GAA, glycogen substrate, Amplex Red glucose oxidase fluorescence. Potency, µM (titrated, usually from 76.4 µM), for inactives: at the highest dose activity change, negative = inhibition, hits mostly inhibitors. hit rate 0.38% among 300,000;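 further: potency means the concentration at half of the fitted maximal effect; 0% = full enzyme reaction and -100% = no-enzyme basal signal; the screen sought inhibitors and activators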
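qHTS, 1536-well; enzyme 4 nM final; cpd up to 77 uM; substrate bovine liver glycogen 30 ug; 50 mM citrate/phosphate pH 5.0, 0.01% Tween-20; 37 C, 40 min; Amplex Red detection 45 min RT; Hill fit → AC50.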
HTT cytoprotect: qHTS Multiplex Assay to Identify Dual Action Probes in a Cell Model of Huntington: Cytoprotection (ATP) | PC12 HTT-Q103 induced, cytoprotection, ATP luminescence, 40 h | hit rate 0.14% among 230,000 | Potency, µM (doses to about 56.4 µM), inactives show cytoprotection (ATP increase), hits mostly activators | AID 1471, 2008;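 further: potency means the concentration at half of the fitted maximal effect; % of control where 0% means no effect; nearly all actives have a fitted effect of over 45% in size; toxic huntingtin expression switched on by the ecdysone agonist tebufenozide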
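Huntington model: PC12 line, ecdysone-inducible HTTQ103 exon1–GFP, tebufenozide 100 nM. Test articles in a dose series. Endpoint luminescence from cellular ATP.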
HTT aggregate: qHTS Multiplex Assay to Identify Dual Action Probes in a Cell Model of Huntington: Aggregate Formation (GFP). PC12 HttQ103-GFP aggregates, Acumen cytometry, 40 h. Potency, µM (doses to about 46.1 µM), inactives show at the top dose activity change, negative = inhibition, hits mostly inhibitors. hit rate 1.1% among 220,000; further: potency means the concentration at half of the fitted maximal effect; on the % scale 0 is the no-effect control and ±100 the full control effect; nearly all actives have a fitted effect of over 60% in size
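Using laser scanning cytometry, GFP-positive aggregates were counted after lysis of PC12 cells induced with 100 nM tebufenozide to express HTT exon 1 Q103–GFP. Compounds were tested in titration.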
* hit, by the source's call; u = inconclusive; x = no result given; [ ] = dose if it differs, or a comment. Unless noted, the call rests on the fitted dose curve; in most records, active means well fitted curve in the direction sought with a large enough effect; inconclusive means small, poorly fitted or top-dose-only effect, or another doubt; inactive means no such curve, though single readings can be large; an effect the other way counts as inactive or inconclusive.

SMILES	GAA inh	GAA spleen mod	CBFb-RUNX1 inh	LMNA splice mod	GAA glycogen mod	HTT cytoprotect	HTT aggregate
Cn1c(N)c(C(=O)COC(=O)C2=NNC(=O)CC2)c(=O)n(C)c1=O	x	3%	7%	x	-6%	-3%[10 µM]	-10%[9.22 µM]
CCOC(=O)CC1C(=O)NCCN1C(=O)COc1ccc(Br)cc1C (centres undefined)	3%	-5%	10%	-7%	6%	23%[10 µM]	-1%
Cc1ccc(N2Cc3ccccc3C2=S)cc1	1%	-14%	20%	x	-1%	-112%[inhibitor]	-20%
COc1ncc2nc(-c3cccs3)c(=O)n(CCC#N)c2n1	x	-10%	x	-1%	x	1%	x
COc1ccc(-c2nn(-c3ccccc3)cc2/C=C(/C#N)C(N)=O)cc1[N+](=O)[O-]	2%	-6%	-3%	14%	-4%	11%[10 µM]	u
CCN(CC)CCCNC(=O)c1cc(-c2ccc(Cl)cc2)on1	4%	-9%	0%	7%	-2%	-22%	-1%
O=C(O)CCN(CCC(=O)O)c1ccccc1	-4%	-1%	3%	2%	-2%	-28%	-21%
Cc1c(O)ccc(/C=N/Nc2nc(-c3cccnc3)nc3ccccc23)c1O	-12%	-7%	-27%	x	35µM*	2%[10 µM]	-21%[9.22 µM]
c1ccc(-c2cc3n(c2)CCc2ccccc2-3)cc1	-1%	-1%	5%	-8%	-9%	-3%[10 µM]	-13%
Cc1cc(C)c(C#N)c(SCc2nnc(-c3ccccc3[N+](=O)[O-])o2)n1	12%	9%	9%	x	-8%	x	x
O=C(CN1CCc2ccccc2C1)NC1CCCC1	2%	6%	-1%	x	2%	16%	36%
COc1ccc(CCNC(=O)Cn2nc([N+](=O)[O-])c(Br)c2C)cc1OC	-2%	-3%	2%	-2%	2%	12%[0.074 µM]	-3%
Cc1cccc2c1CC(C)(C)N/C2=C\C(N)=O	1%[15.4 µM]	-11%	15%	u	4%	x	-2%
COC(=O)CSc1nnc(-c2sc3cc(OC)ccc3c2Cl)n1C	-4%	-3%	8%	9%	-6%	-8%	0%
O=c1c2ccccc2c(C=NCCCN2CCOCC2)c(O)n1Cc1ccccc1	u	-9%	-10%	u	9%	-19%[10 µM]	1%
O=C(N/N=C/c1ccc([N+](=O)[O-])s1)c1ccccc1Br	7%	-8%	-8%	8%	-3%	-74%[inhibitor]	u
O=C(O)/C=C/C(=O)Nc1ccc(Oc2ccc(NC(=O)/C=C/C(=O)O)cc2)cc1	3%	1%	-22%	0%	-2%	4%[10 µM]	5%
COc1ccc(CNC(=O)Cn2cnc3c(=O)n(C)c(=O)n(C)c32)cc1	-1%	-2%	15%	9%	11%	-10%[0.074 µM]	0.63µM*
O=C1OCCC1Sc1nnc(-c2ccc(O)cc2)o1 (centres undefined)	2%	-6%	-9%	-4%[0.0737 µM]	-1%	u	17%
C=CCc1c(C)nc(SCCC)[nH]c1=O	6%	4%	3%	3%	6%	-16%	-12%
O=C(c1ccccc1)N1N=C(c2ccccc2)CC1c1ccc2nccnc2c1 (centres undefined)	-1%	4%	-7%	8%	1%	33%[10 µM]	-1%
CCCCN(C)S(=O)(=O)c1ccc(C(=O)N(CCN(C)C)c2nc3ccc(C)cc3s2)cc1	-2%	9%	21%	-10%[46 µM]	-9%	-4%[10 µM]	12%
NNc1ccc2nnc(C(F)(F)C(F)(F)C(F)(F)F)n2n1	8%	4%	4%	18%[46 µM]	32µM*	-5%[10 µM]	-13%[9.22 µM]
COc1ccc(C2C(C(=O)c3cccs3)=C(O)C(=O)N2c2cccc(C)n2)cc1OC (centres undefined)	x	4%	4%	x	1%	7%[10 µM]	-7%[9.22 µM]
COc1cc(OC)cc(C(=O)N[C@H](C(=O)OCC(=O)NC(C)c2ccccc2)C(C)C)c1 (some centres undefined)	-6%	-5%	-2%	-5%	-9%	-14%[10 µM]	u
C=CCn1c(SCC(N)=O)nc(C)cc1=O	-2%	6%	5%	2%	10%	-16%	-9%
N#CC1=C(N)Oc2[nH]c(=S)[nH]c(=O)c2C12C(=O)Nc1ccccc12 (centres undefined)	u	-1%	-3%	u	2%	6%[10 µM]	12%[9.22 µM]
COc1ccccc1NC(=S)N/N=C/c1ccc(O)cc1	-4%	1%	3%	u	9%	x	10%
O=C1C=C(NCCc2ccccc2)C2(CCCCC2)O1	6%	5%	7%	2%[46 µM]	7%	21%[10 µM]	7%[9.22 µM]
COc1ccc(C2c3c(oc4ccccc4c3=O)C(=O)N2CC2CCCO2)cc1 (centres undefined)	2%	4%	-3%	9%	-7%	1%[0.074 µM]	17%
CC1=CC(=O)N(c2ccn(C)n2)C1=O	-8%	-2%	7%	-21%[46 µM]	0%	-6%[10 µM]	14%[9.22 µM]
COc1cccc(-c2cnc(NCc3cc(Cl)ccc3O)n2C)c1	0%	-3%	-20%	u	u	-20%	u
Cc1cccc(C(=O)NC(NC(=S)Nc2ccc(S(N)(=O)=O)cc2)C(Cl)(Cl)Cl)c1 (centres undefined)	4%	2%	5%	u	-3%	27%[10 µM]	4%
CCOc1ccc(/C(O)=C2\C(=O)C(=O)N(c3ccc(OC)cc3)C2c2ccccc2[N+](=O)[O-])cc1 (centres undefined)	x	7%	25%	x	-25%	-54%[inhibitor][10 µM]	5%[9.22 µM]
Cc1ccc(Cl)cc1N1CCN(Cc2nc3c(c(=O)[nH]c(=O)n3C)n2CCc2ccccc2)CC1	0%	3%	-6%	9%	2%	14%[10 µM]	-7%
CCN(C(=O)COC(=O)/C=C/c1c(C)nn(-c2ccccc2)c1C)C1CCS(=O)(=O)C1 (centres undefined)	x	1%	3%	x	-5%	-3%[10 µM]	9%[9.22 µM]
CCOc1cccc(C(=O)NC(=S)Nc2cccc(NC(=O)c3ccccc3Cl)c2)c1	-13%	-6%	-8%	u	-14%	u	3%
O=C(COC(=O)[C@H](Cc1ccccc1)NC(=O)c1cccs1)NC1CCCCC1	0%	-6%	-4%	-1%	6%	-15%[1.9 µM]	-3%
Cc1ccc2c(c1)C(CCN)C(=O)N2Cc1ccccc1 (centres undefined)	-8%	5%	2%	9%	-5%	0%	13%
Cc1nnc(SCc2ccc3c(c2)OCO3)s1	-9%	-6%	-3%	9%	3%	-10%[10 µM]	12%
O=C1c2ccccc2C(=O)N1CCCON1C(=O)c2ccccc2C1=O	0%	-4%	3%	6%	-8%	11%[10 µM]	-6%
CCOC(=O)c1cc(CC)sc1NC(=O)CSc1nc2ccccc2c(=O)n1Cc1ccco1	-7%	5%	1%	u	-4%	x	16%
CC(=O)/C(=N/Nc1ccc([N+](=O)[O-])cc1)N1CCCc2ccccc21	x	1%	4%	x	-3%	2%[10 µM]	1%[9.22 µM]
CCCOC(=O)c1ccc(Oc2cn[nH]c2-c2ccc(O)cc2O)cc1	-4%	12%	8%	x	u	2%[10 µM]	-9%[9.22 µM]
CC(C)c1ccc(-c2nc(N3CCCC3)nc3n[nH]c(N)c23)cc1	0%	-11%	1%	11%	1%	-9%[1.9 µM]	-16%
Cn1ccc(/C=N/N=C2/NC(=O)CS2)n1	x	-4%	-2%	x	2%	0%[10 µM]	-13%[9.22 µM]
Cc1ccc(SCc2cn3cc(Cl)ccc3n2)cc1	x	3%	7%	x	-10%	0%[10 µM]	-16%[9.22 µM]
O=C(NC1CCCc2ccccc21)c1cccnc1 (centres undefined)	3%	-2%	3%	-1%	3%	2%	11%
C#CCOCCOCCOCCNc1nc(N2CCN(C(=O)Cn3cc(CC(C)O)nn3)CC2)nc(N2CCN(C(=O)[C@H]([C@@H](C)CC)n3cc(CCCN=C(N)N)nn3)CC2)n1 (some centres undefined)	5%	-3%	1%[2.36 µM]	0%	8%	x	28%

Grouped by structure: the entries above with a Cl atom.
SMILES	GAA inh	GAA spleen mod	CBFb-RUNX1 inh	LMNA splice mod	GAA glycogen mod	HTT cytoprotect	HTT aggregate
CCN(CC)CCCNC(=O)c1cc(-c2ccc(Cl)cc2)on1	4%	-9%	0%	7%	-2%	-22%	-1%
COC(=O)CSc1nnc(-c2sc3cc(OC)ccc3c2Cl)n1C	-4%	-3%	8%	9%	-6%	-8%	0%
COc1cccc(-c2cnc(NCc3cc(Cl)ccc3O)n2C)c1	0%	-3%	-20%	u	u	-20%	u
Cc1cccc(C(=O)NC(NC(=S)Nc2ccc(S(N)(=O)=O)cc2)C(Cl)(Cl)Cl)c1 (centres undefined)	4%	2%	5%	u	-3%	27%[10 µM]	4%
Cc1ccc(Cl)cc1N1CCN(Cc2nc3c(c(=O)[nH]c(=O)n3C)n2CCc2ccccc2)CC1	0%	3%	-6%	9%	2%	14%[10 µM]	-7%
CCOc1cccc(C(=O)NC(=S)Nc2cccc(NC(=O)c3ccccc3Cl)c2)c1	-13%	-6%	-8%	u	-14%	u	3%
Cc1ccc(SCc2cn3cc(Cl)ccc3n2)cc1	x	3%	7%	x	-10%	0%[10 µM]	-16%[9.22 µM]

Screens as filed in PubChem.
